# From PubChem BioAssay
# Rac1 GTP hydrolysis: MgcRacGAP GTPase-activating activity inhibitors, confirmation, biochemical, ADP Hunter fluorescence. 340,000 tested, 0.6% active. MgcRacGAP-stimulated Rac1 GTP hydrolysis, ADP Hunter fluorescence; higher % means a stronger effect; GST-tagged Rac1 F28L mutant substrate. one-dose inhibition, % at 30 µM; IC50 in µM for titrated hits. AID 624330;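 active = first-screen hits whose inhibition reached a set limit at any dose in the follow-up dose series; inconclusive = inhibition above the set first-screen limit but never retested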;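 also: fluorescence reports GDP produced by GAP-driven GTP hydrolysis; strong numbers were not always called active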
# RSV antiviral HEp-2: RSV antiviral activity via CPE protection, HEp-2 cells, primary 10 µM value included (AID 2391). HEp-2 cells, RSV-induced CPE inhibition; higher % means a stronger effect. one-dose CPE inhibition, % at 10 µM; IC50 in µM for titrated hits. 310,000 tested, 0.13% active; in the data active = a potency from the dose series; inconclusive = CPE inhibition mostly from about 23% at the one dose, without a potency; inactive = the rest, 99 in 100 with CPE inhibition below about 21%; also: strong numbers were not always called active
# Myeloid diff 2: promotes myeloid progenitor differentiation; ER-HoxA9 myeloid progenitors, lysozyme-GFP differentiation, flow cytometry; calls only at 10 µM; AID 624256; 360,000 tested, 1% active;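 active = normalized GFP-positive differentiation at or above the plate's own cutoff, the solvent-only control mean plus 3 SD; inconclusive = no clear call, values can overlap the other calls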;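 also: cells exposed to compound for four days before flow analysis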
# Large T inhibition: TAg ATPase/helicase activity blockers – biochemical (AID 1903). SV40 large T antigen ATPase/helicase inhibition assay; higher % means a stronger effect. one-dose inhibition, % at 20 µM; IC50 in µM for titrated hits. 310,000 tested, 0.39% active; in the data active = a potency from the dose series; inconclusive = inhibition mostly from about 32% at the one dose, without a potency; inactive = the rest, 99 in 100 with inhibition below about 32%; also: strong numbers were not always called active
# Salmonella PhoP GFP: PhoP-dependent GFP reporter repression – Salmonella Typhimurium, primary screen (AID 1863); S. Typhimurium PhoP-regulated promoter GFP reporter, 4 h; higher % means a stronger effect; inhibition, % at 50 µM, or IC50 in µM where a hit was titrated; 300,000 tested, 0.16% active;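 active = inhibition over 29.93%, a cutoff 3 SD above the screen mean, later confirmed by dose response; inconclusive = inhibition over 29.93% but no dose response follow-up; inactive = inhibition at most 29.93% or unconfirmed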;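 also: 0% = low Mg2+ inducing control and 100% = high Mg2+ repressing control; strong numbers were not always called active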
# T cell HTS: T cell immune modulation candidate; 2C CD8+ T cell-vesicle binding, flow cytometry; active compounds read low; calls only at 7 µM; 330,000 tested, 0.068% active;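 active = response, share of CD8 T cells binding vesicles, and their 90th percentile fluorescence all below set limits, cut at about 80% in these data, passing the limit was not always enough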
#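 Assay system: 2C TCR transgenic mouse naive CD8+ T cells, MACS-purified | Read-out: CD8+ gate FL2 mean fluorescence as % of same-row positive control | Signal: High-throughput flow cytometry with anti-B7-1 and anti-CD8 staining | Timing: Binding step 1.5 h, 37 °C, antibody labelling 20 min, ice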
# TNAP activators: human TNAP enzyme activators, primary screen, biochemical, luminescent, no phosphate acceptor, uHTS (AID 1001); purified TNAP, luminescent activation assay, no phosphate acceptor; higher activation fold means a stronger effect; activation fold at 20 µM, or EC50 in µM where a hit was titrated; 200,000 tested, 0.03% active; in the data active = activation fold from about 3, or a potency from the dose series; inactive = the rest, 99 in 100 with activation fold below about 1.6; also: many of its hits are not listed in these tables
# NTR1 ag: NTR1-driven beta-arrestin-GFP spot formation – imaging, U2OS cells, high content, primary screen (AID 493036). P30989. agonist mode. activation, % at 20 µM. 330,000 tested, 0.17% active;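 active = activation at or above 40% of the spot to cytoplasm intensity ratio, with at least 20 cells analyzed; inconclusive = wells under 20 cells, flagged as cytotoxic or low count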;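 also: 0% = DMSO without peptide and 100% = 100 nM NTR1 peptide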
# Target sequence (P30989 whole entry, looked up): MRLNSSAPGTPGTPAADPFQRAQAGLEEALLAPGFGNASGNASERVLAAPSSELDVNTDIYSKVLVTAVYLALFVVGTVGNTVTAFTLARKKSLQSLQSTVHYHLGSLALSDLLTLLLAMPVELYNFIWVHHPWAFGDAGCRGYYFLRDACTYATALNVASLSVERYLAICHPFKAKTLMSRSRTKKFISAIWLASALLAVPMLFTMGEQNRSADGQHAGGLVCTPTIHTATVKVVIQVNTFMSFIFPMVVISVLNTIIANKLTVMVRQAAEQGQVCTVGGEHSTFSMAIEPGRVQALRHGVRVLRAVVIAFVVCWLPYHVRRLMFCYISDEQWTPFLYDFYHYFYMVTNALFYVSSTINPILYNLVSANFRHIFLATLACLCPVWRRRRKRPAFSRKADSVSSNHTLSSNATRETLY
# K1F lysis inhibition: inhibition of K1F phage lysis, E. coli UTI89, bacterial capsule biogenesis inhibitors, alamar blue (AID 488966); inhibition, % at 100 µM, or IC50 in µM where a hit was titrated; E. coli UTI89 K1F phage lysis, alamar blue, 2 h; higher % means a stronger effect; 340,000 tested, 0.02% active;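 active = phage lysis inhibition, versus mean bacterial control, above a set limit; inconclusive = no clear call, values can overlap the other calls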;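 also: capsule biogenesis inhibitors block K1F phage lysis so surviving cells raise fluorescence; higher fluorescence means more inhibition of phage lysis; actives were called in the ten point dose series up to 300 µM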
# T cell HTS vesicle-bound %: recorded beside T cell HTS, whose call it bears; double positive events, %; measured here: CD8+ vesicle-bound cell fraction;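 binding gate set so that unloaded-vesicle control wells show 10% double positive cells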
# NTR1 ag cell count 20 µM: also measured in NTR1 ag; calls as there; cell count; measured here: cell count, cytotoxicity flag
# Myeloid diff 2 GFP+ MAC1+ %: further read-out of Myeloid diff 2, marked with its call; GFP+ MAC1+ double positive, %; measured here: differentiation confirmed by MAC1 staining
# The depositor's hits bear a star; i = inactive; ? = inconclusive; nt = not tested or not shown; [ ] = dose if it differs, or a comment.
no.	smiles	Rac1 GTP hydrolysis	RSV antiviral HEp-2	Myeloid diff 2	Myeloid diff 2 GFP+ MAC1+ %	Large T inhibition	Salmonella PhoP GFP	T cell HTS	T cell HTS vesicle-bound %	TNAP activators	NTR1 ag	NTR1 ag cell count 20 µM	K1F lysis inhibition
1	Cc1cc(NC(=O)CN2C(=O)NC(c3ccccc3)(c3ccc(C)c(C)c3)C2=O)no1 (centres undefined)	-1%	0.6%	i	1.8	nt	nt	i	36	nt	1.6	50	0.0%
2	Cc1ccc(-n2cnnn2)c2cccnc12	3%	1.9%	i	6.2	19%	7%	i	13	1.1	0.3	58	0.0%
3	C#CCn1c(=NC(=O)c2ccco2)sc2cccc(Cl)c21	13%	0.7%	i	0.4	18%	-6%	i	17	nt	7.4	71	0.2%
4	COCCCn1c(SCC(=O)NC(C)C)nnc1-c1ccccc1	8%	1.6%	i	1.5	9%	1%	i	58	1.2	1.5	65	1.7%
5	CCN(CC)CCN(C(=O)c1ccc([N+](=O)[O-])cc1)c1nc2ccc(OC)cc2s1	-7%	-0.6%	i	0.6	20%	4%	i	43	1.1	0.4	58	-0.3%
6	COc1ccc(NS(=O)(=O)c2cn(C)cn2)cc1OC	7%	0.9%	i	4.0	1%	0%	i	14	nt	-0.3	53	-0.1%
7	CC(C)C[C@H](NC(=O)[C@@H]1Cc2ccccc2CN1C(=O)OC(C)(C)C)C(=O)NCC1CCC(C(=O)O)CC1 (some centres undefined)	12%	-1.7%	i	0.5	4%	-11%	i	37	nt	-0.8	71	1.3%[50 µM]
8	COc1ccc2c(c1)CCc1c(C(=O)NCc3ccc(F)cc3)noc1-2	7%	2.3%	i	0.7	7%	3%	i	31	1	1.8	91	-1.0%
9	COCCn1nnnc1CN1CCSCC1	3%	1.0%	i	0.2	7%	-5%	i	26	1.1	2.4	45	-0.4%
10	Cc1cccc(-n2c(=O)cc(N3CCN(c4ccc(F)cc4)CC3)[nH]c2=O)c1	1%	0.2%	i	1.4	3%	9%	i	39	1.1	3.0	54	-0.7%
11	CC(=O)OCc1nc2sc(C)c(C)c2c(=O)[nH]1	7%	6.4%	i	1.2	3%	-7%	i	42	1	2.1	62	5.2%
12	O=C(N/N=C/c1ccc(F)cc1)c1cc(-c2ccccn2)nc2ccccc12	-2%	nt	i	1.1	nt	nt	nt	nt	nt	9.3	63	1.6%[50 µM]
13	Cc1sc2ncn(CC(=O)NCCCC(=O)N3CCCCC3)c(=O)c2c1C	-3%	3.5%	i	1.5	5%	-1%	i	51	nt	0.6	48	-0.1%
14	Cc1ccccc1C(=O)Nc1ccc(S(=O)(=O)Nc2onc(C)c2C)cc1	-3%	0.4%	i	0.4	17%	-9%	i	34	nt	1.4	58	0.3%
15	CN1CCN(C(=O)c2ccccc2Nc2ccc(SC(F)F)cc2)CC1	6%	-1.1%	i	0.1	4%	-2%	i	44	1.2	-0.7	83	0.4%
16	CC(C)(C)c1ccc(C(=O)NNC(=O)c2cccc(-n3cnnn3)c2)cc1	16%	1.4%	i	1.2	11%	4%	i	18	nt	-0.2	54	0.1%
17	CCCOc1ccc(C(=O)NCc2ccco2)cc1	3%	1.3%	i	0.5	13%	11%	i	42	1	-2.8	81	0.0%
18	Cc1nc(S/C(=C\c2ccc(OCc3ccccc3Cl)cc2)C(=O)O)n[nH]1	10%	11%	i	1.3	3%	-9%	i	44	2.7	0.5	47	0.2%
19	CSc1nc(N)nc2c1ncn2CC(=O)N[C@H](CO)Cc1c[nH]c2ccccc12	5%	nt	i	0.6	nt	nt	i	11	nt	-0.6	65	0.1%
20	COc1ccc(/C=C/C(=O)OCC(=O)NCc2ccccc2)cc1OC	-2%	8.9%	i	1.3	nt	nt	i	46	nt	-1.4	53	1.8%[50 µM]
21	O=C(CSc1nc2ccccc2c(=O)n1CC1CCCCC1)N1CCOCC1	3%	1.5%	i	0.9	9%	3%	i	36	1.1	0.1	55	0.1%
22	CCN1CCN(c2ccc(NC(=O)c3ccc4c(c3)OCO4)cc2)CC1	7%	-0.5%	i	0.5	4%	-2%	i	51	1.1	-2.2	94	0.7%
23	Cc1ccccc1-n1c(SC(C)C(=O)N2CCN(C)CC2)nc2ccccc2c1=O (centres undefined)	9%	0.9%	i	5.9	6%	7%	i	50	1.1	0.4	81	0.6%
24	Cn1c(SCC(=O)Nc2ccccc2[N+](=O)[O-])nnc1C(F)(F)F	2%	0.8%	i	0.7	2%	6%	i	20	1.1	-1.9	70	0.7%
25	Cc1cccc(NC(=O)c2cc3ccccc3nc2C)c1	2%	2.0%	i	0.1	-6%	3%	i	15	1.2	-1.0	40	0.2%
26	COc1ccc(C2=NOC(CNC(N)=S)C2)cc1 (centres undefined)	17%	-1.0%	i	0.5	18%	4%	i	31	1.1	-0.9	37	0.1%
27	Cc1ccc(-c2csc(N(CC3CCCO3)C(=O)c3ccco3)n2)cc1 (centres undefined)	4%	19%	i	0.4	18%	5%	i	52	1	9.0	77	-0.1%
28	FC(F)(F)c1ccc(-c2noc(CN3CCCN(C4CCCCC4)CC3)n2)cc1	14%	10%	i	0.2	4%	-2%	i	10	1	0.8	59	0.5%
29	O=C(NC1CCCC1)C(c1cccs1)N(C(=O)c1ccco1)c1ccc2c(c1)OCCO2 (centres undefined)	11%	-2.5%	nt	nt	2%	-3%	i	18	1.1	3.0	31	-0.5%
30	CCOC(=O)/C(C#N)=C/Nc1ccsc1C(=O)OC	7%	1.2%	i	0.4	7%	-2%	i	11	nt	1.7	61	1.9%
31	CCc1nnc(NC(=O)C2CCN(c3ncnc4sc(C)c(C)c34)CC2)s1	4%	nt	i	0.5	nt	nt	i	37	nt	2.8	55	0.1%[50 µM]
32	COc1ccc(Cc2nnc(NS(=O)(=O)c3ccccc3)s2)cc1	3%	4.7%	i	0.7	7%	-7%	i	10	1.1	0.8	55	0.1%
33	CN(C)c1ccc(CNC(=O)CN(C)S(=O)(=O)c2cccc3cccnc23)cc1	7%	0.7%	i	2.1	1%	8%	i	55	1.1	-0.5	60	-1.2%
34	Cc1c(NC(=O)C2CCN(S(=O)(=O)c3ccccc3)CC2)c(=O)n(-c2ccccc2)n1C	8%	1.5%	i	0.8	-2%	7%	i	36	1	0.5	35	0.2%
35	COc1ccccc1C(=O)NC(=O)COC(=O)c1cnc(C)cn1	-3%	-1.6%	i	0.5	7%	-6%	i	19	nt	-0.7	72	0.3%[50 µM]
36	CCCCN1C=C(C(=O)OC)C(c2ccccc2Cl)C(C(=O)OC)=C1	3%	1.2%	i	0.1	8%	3%	i	62	1.4	-1.6	81	0.5%
37	Cc1ccc(-n2ncc(C#N)c2/N=C/N(C)C)cc1	7%	4.3%	i	0.3	-3%	1%	i	44	1.1	-0.5	63	-0.9%
38	Cc1cc2cc(C(c3nnnn3Cc3ccco3)N3CCCCC3)c(=O)[nH]c2cc1C (centres undefined)	20%	2.4%	i	2.0	36%	-11%	i	25	1	0.2	55	-0.1%[50 µM]
39	Cc1nnc(SCc2ccc(C(=O)c3ccc(Cl)cc3)o2)n1-c1ccccc1	-2%	21%	i	1.4	5%	-10%	i	13	1	1.4	47	0.8%
40	COc1ccc(C(CNC(=O)Cc2cc(OC)c(OC)c(OC)c2)N2CCCC2)cc1 (centres undefined)	4%	-2.2%	i	0.6	nt	nt	i	20	1	1.1	72	0.4%
41	CCOC(=O)N1CCN(C(=O)C2CCN(S(=O)(=O)c3c(C)cc(C)cc3C)CC2)CC1	7%	0.3%	i	0.8	-3%	1%	i	39	1.1	-1.1	69	0.5%
42	CN(C)C=Nc1ccc2nc3c(cc2c1)[nH]c1ccccc13	53µM*	7.8%	?	nt	-2%	5%	i	14	nt	1.2	127	2.7%[50 µM]
43	Cc1ccc2cccc(OCc3ccc(F)cc3)c2n1	11%	0.8%	i	0.5	7%	-2%	i	63	nt	0.2	59	0.3%
44	COc1ccccc1C(=O)NCc1ccncc1	1%	0.8%	i	5.4	25%	14%	i	50	1.1	0.2	84	1.6%
45	CC(=O)COc1ccccc1OC(=O)c1ccco1	11%	-1.0%	i	0.7	4%	26%	i	22	1.2	1.0	85	0.0%
46	Cc1nc(CC(C)C)cc(C(=O)N2CCCC(CNS(=O)(=O)c3cccs3)C2)n1 (centres undefined)	2%	2.0%	i	1.1	27%	5%	i	14	1.1	0.9	51	-0.2%
47	COc1ccc(N2CCN(C(CNC(=O)c3ccco3)c3ccco3)CC2)cc1 (centres undefined)	22%	-0.6%	i	1.3	30%	2%	i	45	nt	0.0	56	1.7%[50 µM]
48	COc1cc(/C=C2/C(=N)N3N=C(CC(=O)N4CCOCC4)SC3=NC2=O)ccc1OC(C)c1ccccc1 (centres undefined)	13%	2.6%	i	2.2	9%	-3%	i	0	nt	-0.9	62	-0.3%
49	CCOC(=O)N1CN(C(=O)OCC)CN(C(=O)OCC)C1	10%	-0.2%	i	0.3	-3%	3%	i	22	nt	0.3	89	0.2%
50	COc1ccc(OC)c(N(CC(=O)NCCSC2CCCCC2)S(=O)(=O)c2ccccc2)c1	6%	1.1%	i	1.2	11%	-7%	i	8	nt	3.8	70	-0.1%
51	O=C(N1CCCCC1)N1CCN(S(=O)(=O)c2ccccc2)CC1	5%	1.4%	i	0.0	12%	-6%	i	38	nt	0.3	74	0.2%
52	O=C(CSCC(=O)N1CCOCC1)Nc1nc(-c2ccccc2)cs1	4%	0.1%	i	0.8	21%	nt	i	56	nt	0.5	59	0.3%
53	CN(C(=O)COc1ccccc1C(=O)NCc1ccccc1)C1CCS(=O)(=O)C1 (centres undefined)	-6%	nt	i	0.7	nt	nt	nt	nt	nt	0.2	66	0.3%[50 µM]
54	CCOc1ccc(-c2nc(C)sc2CC(=O)O)cc1	-2%	0.6%	i	2.3	4%	-12%	i	37	1.3	0.4	65	5.8%
55	CCNc1ccc(C(=O)OCC(=O)N2CCCC2)cc1[N+](=O)[O-]	-1%	0.7%	i	1.1	2%	1%	i	52	nt	0.0	53	0.3%
